Bioassay records from PubChem.
E-selectin induc: E-selectin induction on HUVECs; P16581; HUVEC E-selectin immunofluorescence imaging; normalized: neutral wells 0, TNF-alpha wells 100; activation, % at 7.58 µM; 0.37% of 260,000 active; AID 686992;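 active means mean E-selectin-positive cell signal at least 10% of the positive control, reached in at least 60% of replicates, without over 20% cell loss; inconclusive means no rule given, readout overlaps actives, possibly toxicity-flagged; inactive means the rest, including those meeting only one limit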;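 further: in these data hits start at about 27%; measured in HUVEC primary endothelial cells; signal is the percent of cells scored E-selectin positive by PE staining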
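System: HUVEC / Compound: single concentration / Signal: immunofluorescence imaging / Read-out: percent E-selectin-positive cells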
S100A4 MyoIIA: S100A4-myosin IIA interaction inhibition. 0.14% of 360,000 active. inhibition, % at 10.7 µM. S100A4/TAMRA-MyoIIA peptide fluorescence polarization. P26447;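 active means mean inhibition of at least 70% across replicates, with every replicate also reaching that level; inconclusive means mean inhibition reaches 70% but some replicates fall short; inactive means mean inhibition below 70%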
Target sequence (P26447 whole entry, looked up): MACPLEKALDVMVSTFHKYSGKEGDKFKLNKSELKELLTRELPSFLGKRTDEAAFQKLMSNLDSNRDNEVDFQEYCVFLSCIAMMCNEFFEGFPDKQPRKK
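Compound dosing: one dose per compound; test system: human S100A4 monomer with TAMRA-labelled myosin IIA peptide; probe or stimulus: TAMRA-labelled myosin IIA heavy-chain peptide probe, 5 nM; medium: HEPES buffer with Ca2+, pH 7.2; schedule: 5 min incubation before reading; benchmarks: neutral control DMSO, positive control TFP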
ERAP1 inh: inhibitors of human ERAP1 aminopeptidase; 0.15% of 340,000 active; Q9NZ08; inhibition, % at 10.7 µM; recombinant ERAP1, Leu-AMC fluorescence, 60 min;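 active means mean replicate inhibition of at least 30%, or all replicates individually reaching that 30% level; inactive means mean below 30% and not every replicate reaching it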;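 further: 0% = neutral control wells and 100% = L-leucinethiol positive control wells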
ERp5 block: ERp5 (human) disulfide isomerase inhibition. Q15084. 0.05% of 350,000 active. inhibition, % at 9.99 µM. ERp5 insulin aggregation, absorbance 650 nm, 90 min. AID 651711;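 active means mean replicate inhibition above about 25%, with every replicate also reaching it, limit read from the data, passing the limit was not always enough; inconclusive means only one of those two criteria met; inactive means neither criterion met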
Target sequence (Q15084 whole entry, looked up): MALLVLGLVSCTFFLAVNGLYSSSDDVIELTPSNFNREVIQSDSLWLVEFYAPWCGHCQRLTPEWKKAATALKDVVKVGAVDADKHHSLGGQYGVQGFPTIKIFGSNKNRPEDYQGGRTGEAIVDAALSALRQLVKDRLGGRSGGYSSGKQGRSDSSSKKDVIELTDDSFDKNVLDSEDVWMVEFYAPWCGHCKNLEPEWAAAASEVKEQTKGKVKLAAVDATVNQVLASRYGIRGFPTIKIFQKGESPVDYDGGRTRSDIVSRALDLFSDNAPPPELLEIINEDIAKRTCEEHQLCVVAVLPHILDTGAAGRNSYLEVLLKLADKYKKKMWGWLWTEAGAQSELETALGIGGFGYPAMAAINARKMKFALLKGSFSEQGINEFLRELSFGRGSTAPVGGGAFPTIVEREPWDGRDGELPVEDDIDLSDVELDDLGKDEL
RAD52 anneal inh: blocks human RAD52 DNA annealing; P43351; recombinant RAD52 DNA annealing, FRET fluorescence; inhibition, % at 18.7 µM; 0.46% of 360,000 active;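 active means every replicate showing at least 50% inhibition; inconclusive means mean inhibition at least 50% but not in every replicate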
Target sequence (P43351 whole entry, looked up): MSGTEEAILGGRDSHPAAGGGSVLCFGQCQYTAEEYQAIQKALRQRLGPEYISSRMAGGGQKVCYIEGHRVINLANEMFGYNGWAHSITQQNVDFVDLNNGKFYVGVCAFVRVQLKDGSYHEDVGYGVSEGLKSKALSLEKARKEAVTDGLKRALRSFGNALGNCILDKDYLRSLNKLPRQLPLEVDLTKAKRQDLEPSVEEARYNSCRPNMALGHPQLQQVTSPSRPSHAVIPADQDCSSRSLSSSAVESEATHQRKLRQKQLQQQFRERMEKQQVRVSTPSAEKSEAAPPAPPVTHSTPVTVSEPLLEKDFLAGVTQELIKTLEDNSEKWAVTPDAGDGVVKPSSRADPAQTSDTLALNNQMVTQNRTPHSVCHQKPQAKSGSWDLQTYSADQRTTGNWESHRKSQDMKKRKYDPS
RAD54 branch: RAD54 (human) branch migration inhibition | AID 602329 | Q92698 | 0.14% of 360,000 active | inhibition, % at 10.4 µM | RAD54 Holliday junction branch migration, FAM/BHQ fluorescence;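 active means mean normalized replicate activity at least 40 and at least half of replicates scoring 40 or more; inconclusive means only one of the two criteria met; inactive means mean below 40 and under half of replicates reaching 40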;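 further: 0% = median of neutral control wells and 100% = median of positive control wells; inhibitors cause a drop in the FAM fluorescence signal; in these data hits start at about 50%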
esBAF inh: blocks esBAF chromatin remodeling in mouse ES cells. Bmi1-luciferase knock-in reporter, 24 h; 100% = twice the neutral-well signal. reporter increase, % at 12.5 µM. 2% of 350,000 active; in the data active means activation above about 40%; inconclusive means no clear call, values can overlap the other calls;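 further: 0% = median of the plate's neutral control wells and 100% = double that signal; a rise in the Bmi1 reporter signal indicates esBAF inhibition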
XiGFP reactiv: X-chromosome reactivation activator; 0.055% of 360,000 active; XiGFP mouse fibroblasts, % GFP-positive cells imaging, 3 d; cells co-treated with 5-aza-dC sensitizer; scaled so ellipticine positive control = 100%; AID 743238; activation, % at 7.58 µM;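 active means mean normalized replicate activation at least 10% and every replicate at or above 10%; inconclusive means only one of the two criteria met; inactive means mean below 10% and not all replicates reach 10%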;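 further: 0% = median of on-plate neutral control wells and 100% = ellipticine 6 µM median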
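System: SV40-immortalized XiGFP fibroblast cells, line 68-5-11 / Incubation: 3-day compound exposure, then 15 min fixation at room temperature / Compound: single concentration per compound, delivered by pin transfer / Buffer or medium: DMEM plus 5-aza-dC sensitizer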
Numbers without * were called inactive; ? = inconclusive; · = no result given. Rows were taken by chance. Share with any hit: about 2.5%.

SMILES	E-selectin induc	S100A4 MyoIIA	ERAP1 inh	ERp5 block	RAD52 anneal inh	RAD54 branch	esBAF inh	XiGFP reactiv
O=C(C[C@H]1CC[C@@H]2[C@H](COC[C@@H](O)CN2S(=O)(=O)c2ccc(F)cc2)O1)NCc1ccc(Cl)c(Cl)c1	0.1	-3	0	1	12	-7	1	0.0
CNc1cncc(-c2cccc(C(=O)NCCN(C)C)c2)n1	0.5	-12	1	5	-23	5	-2	0.0
COc1ccccc1NS(=O)(=O)c1cc(NC(=O)CNC(=O)c2ccccc2)ccc1C	-0.1	-16	2	-1	-13	-1	·	-0.2
COc1cccc(NC(=O)CN(C)C(=O)c2cc3c(s2)CCCC3)c1	0.9	-7	0	·	-27	-1	24	0.0
CN1C(=O)c2cc(NC(=O)Nc3ccccc3)ccc2OC[C@@H]2O[C@H](CC(=O)O)CC[C@@H]21	0.0	·	·	-5	·	3	3	1.9
CN(CCNC(=O)c1ccc(/C=N/O)nc1)Cc1ccccc1	0.2	15	2	5	-18	3	·	0.1
OC(COCCC12CC3CC(CC(C3)C1)C2)CN1CCCCC1 (configuration not stated)	·	-1	5	-1	-8	·	-4	·
CCCNC(=O)[C@H]1[C@H](CO)[C@H]2Cn3c(ccc(-c4ccncc4)c3=O)[C@@H]1N2Cc1ccccc1F	0.0	2	-2	-4	-5	-4	4	-0.1
C=C(C)C(O)COc1c2occc2c(OC)c2ccc(=O)oc12 (configuration not stated)	·	-3	3	9	-7	2	1	·
COc1ccc(CN(C)C(=O)c2ccccc2Sc2ccccc2C#N)cc1OC	-0.2	-8	-1	3	-7	-6	5	-0.1
C[C@H](O)C#Cc1ccc2c(c1)O[C@H](CN(C)Cc1ccc(-c3ccccc3)cc1)[C@@H](C)CN([C@H](C)CO)S2(=O)=O	-0.2	-13	1	0	9	-1	8	-0.7
COc1ccc(Cl)cc1NC(=S)NCCSc1ccc(C)cc1	-0.1	0	1	-4	3	-6	·	-0.1
CCC(CO)N=CC1=C(O)CC(c2ccccc2)CC1=O (configuration not stated)	0.1	-1	-1	1	-9	10	-8	0.1
CCOC(=O)C1=CCC(c2cc3ccccc3[nH]2)NC1 (configuration not stated)	-1.8	0	·	0	-20	·	·	0.0
COc1cc(/C=N\NC(=O)C2COc3ccccc3O2)cc(OC)c1O (configuration not stated)	4.9	1	0	5	-11	-2	·	0.0
COc1cccc(S(=O)(=O)N(C)C[C@@H]2Oc3ncc(-c4cccc(F)c4)cc3C(=O)N([C@H](C)CO)C[C@@H]2C)c1	0.5	25	-1	-2	-1	6	-1	-1.0
Cc1cc(OCc2cn(CC(=O)c3ccc(O)cc3)nn2)ccc1[N+](=O)[O-]	-0.4	4	-4	6	-18	1	-3	0.2
CC(=O)c1ccc(NC(=O)CSc2nc3[nH]ncc3c(=O)[nH]2)cc1	·	4	3	-10	-4	1	-3	0.0
CCN(CC)CCCNC(=O)c1cn(CC)c2ccc(S(=O)(=O)N3CCc4ccccc4C3)cc2c1=O	2.6	1	0	3	-1	·	·	0.2
CC(=O)Nc1ccc(Oc2cncc(Cl)c2)nc1	6.1	3	-2	0	-18	·	·	0.4
CCCNC(=O)N(C)C[C@H]1Oc2ncc(C#CCC(C)C)cc2C(=O)N([C@H](C)CO)C[C@@H]1C	0.0	-5	0	-1	-5	-4	-10	-0.7
CN(C)C(CNC(=O)CCc1nc2cc(Cl)ccc2n(Cc2ccccc2)c1=O)c1ccccc1 (configuration not stated)	0.3	190*	-1	-2	-29	-4	0	0.4
NC(=O)C1CCN(CC(=O)NC(=O)NC2CCCC2)CC1	0.2	4	1	8	1	-22	-3	0.0
Cc1ccccc1NS(=O)(=O)c1ccc(OCC(=O)NCc2ccccn2)cc1	·	19	0	-8	-9	·	·	0.1
OCCOCCn1c(C2CCCN2c2nc(-c3ccc(F)cc3)cs2)nc2cc(Cl)c(Cl)cc21 (configuration not stated)	0.4	-2	-1	-1	-22	4	11	0.0
O=C(NCc1ccncc1)c1nc(-c2ccc(C(F)(F)F)cc2)no1	·	5	11	3	-13	·	·	0.0
COc1ccc(Cl)cc1NS(=O)(=O)c1c(C)nc2sccn2c1=O	?	-2	·	8	-13	-12	-1	0.0
Cc1nn(-c2ccccc2)nc1C(=O)Nc1cccc(C(=O)NC2CC2)c1	0.1	2	-2	22	-14	-8	2	0.1
Cc1noc(C)c1NC(=O)N(C)C[C@H]1OCCCC[C@H](C)Oc2ccc(NC(=O)Nc3ccccc3)cc2C(=O)N([C@H](C)CO)C[C@@H]1C	0.3	·	·	·	·	12	-3	-1.0
O=C(CCCN1C(=O)c2ccccc2C1=O)Nc1cccc(S(=O)(=O)NC2=NCCC2)c1	·	1	-3	2	-2	·	·	0.0
CCOc1cccc2sc(N(CCN(CC)CC)C(=O)c3cccc(N4C(=O)CCC4=O)c3)nc12	·	0	-10	-2	30	21	·	0.0
Cc1c(CCC(=O)O)c(=O)oc2cc(OCc3cccc(F)c3)ccc12	0.6	-2	-3	4	-19	-14	14	0.0
O=C1C(=O)N(CCO)C(c2ccccc2)/C1=C(\O)c1ccccc1 (configuration not stated)	·	-2	4	2	-18	-7	-6	0.1
O=C(CN1C(=O)S/C(=C\c2ccccc2)C1=O)NCCCn1ccnc1	·	-2	5	-6	-7	3	-2	0.1
Cc1ccc2c(c1)[C@H]1[C@H](CO2)[C@H](c2ccccc2)[C@]2(C)C(=O)Nc3ccc(Cl)cc3C(=O)N12	0.2	-22	1	2	-17	8	-5	0.6
C/C(=N\Nc1nc2ccccc2nc1C)c1ccccc1O	0.0	-2	2	7	-16	10	·	0.0
CSCCC(NC(=O)c1ccccc1Br)C(=O)Nc1ccc(C)cc1 (configuration not stated)	-0.1	-3	-4	0	-8	-3	1	0.0
COc1ccc(NC(=O)N2CC3(C2)CN(C(=O)CN2CCOCC2)[C@@H](CO)c2[nH]c4cc(OC)ccc4c23)cc1	0.3	4	3	4	-3	·	·	0.3
CCOC(=O)CSc1nc(=O)n2ccc(C)cc2n1	1.0	7	-2	6	-17	·	·	0.0
C[C@@H]1CCCCO[C@@H](CN(C)Cc2ccc(C(F)(F)F)cc2)[C@@H](C)CN([C@@H](C)CO)C(=O)c2cc(NS(=O)(=O)c3cn(C)cn3)ccc2O1	-0.2	-5	-2	-1	16	-1	-3	-0.7

With a hit mark in S100A4 MyoIIA, among the entries above:
| mol | S100A4 MyoIIA | ERAP1 inh | ERp5 block | RAD52 anneal inh | esBAF inh |
| --- | --- | --- | --- | --- | --- |
| CN(C)C(CNC(=O)CCc1nc2cc(Cl)ccc2n(Cc2ccccc2)c1=O)c1ccccc1 (configuration not stated) | 190* | -1 | -2 | -29 | 0 |

(cont.)
SMILES	E-selectin induc	S100A4 MyoIIA	ERAP1 inh	ERp5 block	RAD52 anneal inh	RAD54 branch	esBAF inh	XiGFP reactiv
Cc1noc(C)c1NC(=O)N(C)C[C@H]1OCCCC[C@H](C)Oc2ccc(N(C)C)cc2C(=O)N([C@H](C)CO)C[C@@H]1C	-0.2	-4	-2	-2	-60	-8	-4	0.0
COc1ccccc1-c1cnc(C(O)c2ccc(CN3CCCC3)cc2)[nH]1 (configuration not stated)	0.0	-2	-1	2	3	-6	5	-0.1
O=c1[nH]c(=S)[nH]c(O)c1/C=C1\C=Nc2ccccc21	·	-47	5	1	-16	-15	4	·
NC(N)=NS(=O)(=O)c1ccc(N/C=C\C(=O)c2ccncc2)cc1	-1.3	-8	3	1	-12	-1	4	0.0
Cc1ccc(N2CC(C(=O)N3CCCCC3)CC2=O)cc1C (configuration not stated)	-0.3	-6	-2	6	-5	-8	·	0.2
Cc1ccc(S(=O)(=O)N2[C@H](c3ccccc3)CC(=O)[C@@H]3CN(S(=O)(=O)c4ccccc4C)[C@H](c4ccccc4)C[C@@H]32)cc1	0.5	2	-6	2	2	0	7	0.0
COc1cccc(NC(=O)CN(C)C(=O)c2cc(C)oc2C)c1	-0.1	2	0	-1	-11	-12	2	-0.1
COC(CNC(=O)c1ccc2c(c1)ncn2-c1ccc(F)cc1F)OC	5.0	-6	-1	2	-16	7	-13	-0.1
COCCCNC(=O)c1sc2ncn(CC(=O)Nc3ccc(C)c(Cl)c3)c(=O)c2c1C	6.3	2	0	-1	-16	·	·	-0.1
CC(=O)c1ccc(NC(=O)CN2C(=O)/C(=C/C(C)=C/c3ccccc3)SC2=S)cc1	0.0	-7	0	2	-18	7	-3	-0.1
O=C(CN1CCOCC1)N1CCCCN2[C@@H](CO)[C@H](c3ccc(-c4ccccc4F)cc3)[C@@H]2C1	0.1	-3	-1	-3	-1	5	0	0.0
COc1ccc(NC(=O)Nc2ccc3c(c2)C(=O)N([C@H](C)CO)C[C@H](C)[C@@H](CN(C)S(=O)(=O)c2ccc(F)cc2)OCCCC[C@@H](C)O3)cc1	·	-4	0	-3	-7	2	-1	0.3
C[C@@H]1CCCCO[C@@H](CN(C)S(=O)(=O)c2cn(C)cn2)[C@@H](C)CN([C@@H](C)CO)C(=O)c2cc(NS(C)(=O)=O)ccc2O1	-0.1	6	1	6	4	1	-5	-0.2
Cc1ccc(C)c(N2CCN(CCCNC(=O)CCC(=O)N3CCOc4ccc(Cl)cc43)CC2)c1	·	-2	-2	-3	13	·	·	0.0
COc1cccc(/C=N/n2c(-c3n[nH]c4c3CCC4)n[nH]c2=S)c1OC	0.0	-18	4	2	-17	·	·	0.1
Cc1c(Cl)c(-c2n[nH]c(=S)n2CC(C)C)nn1C	·	0	-2	5	-11	-5	·	0.0
CCC(=O)Nc1ccc(C(=O)CN2C(=O)NC3(CCCCCC3)C2=O)cc1	1.3	14	19	2	-22	-7	3	0.5
COc1ccc(-c2csc(Cc3nc(O)cs3)n2)cc1	·	-5	-2	-1	-50	·	·	2.1
Cc1noc(C)c1NC(=O)Nc1ccc2c(c1)C(=O)N([C@@H](C)CO)C[C@H](C)[C@@H](CN(C)S(=O)(=O)c1ccc(Cl)cc1)O2	1.4	13	0	-3	8	2	1	0.3
COc1ccc(S(=O)(=O)N2CCCC(C(=O)NCc3ccccc3)C2)cc1 (configuration not stated)	0.2	0	-2	0	-4	-2	3	0.3
COc1ccccc1Oc1ccc(S(=O)(=O)N2CCCCC2C)cc1 (configuration not stated)	·	0	-2	2	-14	14	9	0.0
CC(C(=O)NCc1ccccc1Cl)N1C(=O)c2ccccc2C1=O (configuration not stated)	·	-3	3	-3	-6	-1	0	0.2
CCCCn1c(N)c(N(CC(C)C)C(=O)C2CCN(S(=O)(=O)c3ccc(C)cc3C)CC2)c(=O)[nH]c1=O	1.8	5	2	-3	-15	·	·	0.0

A second format for some results above:
SMILES,E-selectin induc,S100A4 MyoIIA,ERAP1 inh,ERp5 block,RAD52 anneal inh,RAD54 branch,esBAF inh,XiGFP reactiv
COc1ccc(NC(=O)Nc2ccc3c(c2)C(=O)N([C@H](C)CO)C[C@H](C)[C@@H](CN(C)S(=O)(=O)c2ccc(F)cc2)OCCCC[C@@H](C)O3)cc1,·,-4,0,-3,-7,2,-1,0.3
C[C@@H]1CCCCO[C@@H](CN(C)S(=O)(=O)c2cn(C)cn2)[C@@H](C)CN([C@@H](C)CO)C(=O)c2cc(NS(C)(=O)=O)ccc2O1,-0.1,6,1,6,4,1,-5,-0.2
Cc1ccc(C)c(N2CCN(CCCNC(=O)CCC(=O)N3CCOc4ccc(Cl)cc43)CC2)c1,·,-2,-2,-3,13,·,·,0.0
